RXFP1 antag: blocks the human relaxin receptor RXFP1; activity change, negative = inhibition, % at 57.5 µM; actives 0.59% (n = 350,000); HEK293-RXFP1, relaxin-stimulated cAMP HTRF, 30 min; stronger effect = lower value;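 active means activity change of -60% or lower, but not beyond a set lower limit; inconclusive means change between -60% and -40%, or beyond the set limit; inactive means change above -40%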; further: on the % scale 0 is the no-effect control and ±100 the full control effect
Target sequence (Q9HBX9 whole entry, looked up): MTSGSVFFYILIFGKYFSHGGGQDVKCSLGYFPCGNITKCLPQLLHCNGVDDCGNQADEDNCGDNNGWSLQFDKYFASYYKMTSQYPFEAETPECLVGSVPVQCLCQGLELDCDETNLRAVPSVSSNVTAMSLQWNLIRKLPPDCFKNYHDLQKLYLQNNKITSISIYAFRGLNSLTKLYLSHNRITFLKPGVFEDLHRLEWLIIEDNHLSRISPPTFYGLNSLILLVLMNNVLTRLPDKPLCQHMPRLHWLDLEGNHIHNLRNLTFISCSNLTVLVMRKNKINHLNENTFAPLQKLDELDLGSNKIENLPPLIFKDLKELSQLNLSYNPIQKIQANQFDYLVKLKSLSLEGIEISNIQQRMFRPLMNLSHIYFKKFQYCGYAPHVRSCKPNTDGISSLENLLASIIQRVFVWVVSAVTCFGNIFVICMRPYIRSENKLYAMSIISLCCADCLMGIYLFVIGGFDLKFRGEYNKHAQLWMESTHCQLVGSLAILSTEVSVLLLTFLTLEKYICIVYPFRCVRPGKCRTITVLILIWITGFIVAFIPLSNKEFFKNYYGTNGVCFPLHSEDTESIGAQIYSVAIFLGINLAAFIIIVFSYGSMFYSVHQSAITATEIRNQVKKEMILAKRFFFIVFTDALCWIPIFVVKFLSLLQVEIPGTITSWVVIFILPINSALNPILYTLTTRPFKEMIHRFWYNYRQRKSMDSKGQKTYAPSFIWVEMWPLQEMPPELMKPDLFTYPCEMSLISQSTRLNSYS
Anesthetic bind: binds horse apoferritin like a general anesthetic | P02791 | apoferritin/1-aminoanthracene competitive binding, fluorescence | Potency, µM (titrated, usually from 77.5 µM), for inactives: at the top dose activity change, negative = displacement, hits mostly inhibitors | actives 0.074% (n = 350,000) | AID 485281; further: potency means the concentration at half of the fitted maximal effect; on the % scale 0 is the no-effect control and ±100 the full control effect; nearly all actives have a fitted effect of over 20% in size
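Apoferritin-based anesthetic binding model; compound displacement of fluorescent 1-AMA measured as endpoint fluorescence after 10 minutes at room temperature, scaled to free-ligand and complex controls.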
APE1 inh: inhibitors of human APE1 endonuclease; recombinant APE1, TAMRA/BHQ-2 abasic DNA cleavage fluorescence; actives 0.35% (n = 350,000); Potency, µM (highest dose often 65.8 µM), inactives show top-dose activity change, negative = inhibition, most hits filed as inhibitors; P27695; AID 2517;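 further: potency means the concentration at half of the fitted maximal effect; plate controls were vehicle for no effect and reference inhibitor for full effect; nearly all actives have a fitted effect of over 55% in size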
Target sequence (P27695 whole entry, looked up): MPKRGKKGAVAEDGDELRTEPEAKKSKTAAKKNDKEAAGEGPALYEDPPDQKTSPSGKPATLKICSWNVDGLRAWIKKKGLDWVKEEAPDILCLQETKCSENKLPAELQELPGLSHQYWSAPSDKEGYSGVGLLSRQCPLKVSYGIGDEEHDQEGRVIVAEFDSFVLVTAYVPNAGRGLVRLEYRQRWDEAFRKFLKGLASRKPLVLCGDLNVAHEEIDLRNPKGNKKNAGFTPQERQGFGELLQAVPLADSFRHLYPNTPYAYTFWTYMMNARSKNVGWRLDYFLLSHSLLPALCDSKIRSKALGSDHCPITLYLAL
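Readout is kinetic fluorescence (ex 525, em 598 nm) from cleavage of 50 nM TAMRA/BHQ-2 THF abasic duplex by 0.75 nM APE1, compound added 15 min beforehand at RT.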
BLM helicase inh: blocks DNA unwinding by human BLM helicase | P54132 | actives 0.2% (n = 350,000) | AID 2528 | recombinant BLM DNA unwinding, fluorescence dequenching | Potency, µM (highest dose often 56.1 µM), inactives show top-dose activity change, negative = inhibition, actives largely listed as inhibitors;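 further: potency means the concentration at half of the fitted maximal effect; plate controls were vehicle for no effect and no enzyme for full effect; nearly all actives have a fitted effect of over 35% in size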
POLH inh: DNA polymerase eta (human) inhibition. recombinant Pol eta, fluorescent DNA replication assay. Potency, µM (doses to about 114 µM), for the others: at the highest dose activity change, negative = inhibition, usual class: inhibitors. actives 1.2% (n = 390,000). AID 588591; further: potency means the concentration at half of the fitted maximal effect; on the % scale 0 is the no-effect control and ±100 the full control effect
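Fluorescent replication assay: 50 nM final substrate added after a 15 min room-temperature compound preincubation with 10 nM enzyme. Signal taken at 0 min and again at 10 min.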
Pol iota inh: DNA polymerase iota (human) inhibition | Q9UNA4 | Pol iota fluorescent replication assay, 10 min | Potency, µM (titrated, usually from 115 µM), for inactives: at the top dose activity, negative = inhibition, usual class: inhibitors | actives 1% (n = 390,000); further: potency means the concentration at half of the fitted maximal effect
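Fluorescent replication assay read twice, at 0 min and 10 min after adding 50 nM (final) substrate. Enzyme (10 nM) and compounds were first incubated 15 min at room temperature; enzyme-free buffer wells were negative controls.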
Pol beta inh: blocks human DNA polymerase beta activity; P06746; Pol beta primer extension/strand displacement, fluorescence kinetic; Potency, µM (doses to about 114 µM), for inactives: at the top dose activity change, negative = inhibition, actives largely listed as inhibitors; actives 1.3% (n = 340,000); AID 485314; further: potency means the concentration at half of the fitted maximal effect; on the % scale 0 is the no-effect control and ±100 the full control effect
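Values derive from four-parameter Hill fits of normalized kinetic data: reads at 0 and 10 min following addition of 50 nM substrate to 10 nM Pol beta preincubated 15 min with compound.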
PGK inhibitor: inhibitors of T. brucei phosphoglycerate kinase; P07378; PGK/GAPDH coupled, Kinase-Glo luminescence, 60 min; Potency, µM (highest dose often 57.5 µM), for the others: at the top dose activity change, negative = inhibition, usual class: inhibitors; actives 0.043% (n = 380,000); AID 602233; further: potency means the concentration at half of the fitted maximal effect; on the % scale 0 is the no-effect control and ±100 the full control effect; nearly all actives have a fitted effect of over 60% in size
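Recombinant glycosomal PGK reaction used 1,3-bisphosphoglycerate generated in-well by GAPDH (100nM final) in 100mM TEA pH 7.6, 5mM MgCl2, 0.01% Tween-20. After 60 minutes at room temperature, ATP was read by Kinase-Glo Plus luminescence end-point.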
Pol kappa inh: blocks human DNA polymerase kappa activity; Potency, µM (series often up to 107 µM), for the others: at the highest dose activity, negative = inhibition, hits mostly inhibitors; actives 0.53% (n = 400,000); purified Pol kappa, fluorescent DNA synthesis assay, 10 min; further: potency means the concentration at half of the fitted maximal effect; on the % scale 0 is the no-effect control and ±100 the full control effect
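Inhibition of 10 nM Pol kappa is measured by a fluorescent read-out at 0 and 10 min following addition of 50 nM substrate (final), with a 15-min room-temperature compound preincubation.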
The depositor's hits bear a star; i = inactive; ? = inconclusive; . = not tested or not shown; & = joins results of further samples; [ ] = another dose, or the depositor's remark. Unless noted, the call rests on the fitted dose curve; in most records, active means well fitted curve in the direction sought with a large enough effect; inconclusive means small, poorly fitted or top-dose-only effect, or another doubt; inactive means no such curve, though single readings can be large; an effect the other way counts as inactive or inconclusive.

Start of the data: the first 2 entries, to show the layout:
SMILES | RXFP1 antag | Anesthetic bind | APE1 inh | BLM helicase inh | POLH inh | Pol iota inh | Pol beta inh | PGK inhibitor | Pol kappa inh
O=C(CSc1n[nH]c(-c2cccnc2)n1)Nc1ccccc1[N+](=O)[O-] | -11 | -1% | 18% | -1% | 0% | 18% | 0% | -3% | -5%
CN(CC(=O)Nc1ccc(F)cc1)c1ccc(S(=O)(=O)N2CCCCC2)cc1[N+](=O)[O-] | -3 | -15% | ? | -9% | -22% | -5% | 25% | 1% | -6%

Results, repeating the preview:
SMILES | RXFP1 antag | Anesthetic bind | APE1 inh | BLM helicase inh | POLH inh | Pol iota inh | Pol beta inh | PGK inhibitor | Pol kappa inh
O=C(CSc1n[nH]c(-c2cccnc2)n1)Nc1ccccc1[N+](=O)[O-] | -11 | -1% | 18% | -1% | 0% | 18% | 0% | -3% | -5%
CN(CC(=O)Nc1ccc(F)cc1)c1ccc(S(=O)(=O)N2CCCCC2)cc1[N+](=O)[O-] | -3 | -15% | ? | -9% | -22% | -5% | 25% | 1% | -6%
O=S(=O)(Nc1nc2ccccc2nc1Nc1ccc2c(c1)OCO2)c1ccccc1 | . | 4% | 19% | 1% | 14% | 67%[activator] | 7% | -7% | -10%
CCc1ccc(CN(C)Cc2nc(-c3cccc(Cl)c3)no2)nc1 | -9 | -21% | -4% | -5% | 1% | 0% | 1% | -5% | -2%
Cc1ccc2nc(NCCO)nc(-c3ccccc3)c2c1 | -3 | 670%[activator] | -4% | 0% | -20% | 12% | -1% | -3% | -14%
Cc1c(NC(=O)CCC2CCCCC2)cc(C(=O)N2CCOCC2)cc1[N+](=O)[O-] | 8 | -20% | -4% | -2% | 3% | 20% | 18% | -1% | -12%
COc1cc(C(=O)NCCc2ccc3c(c2)OCO3)cc(OC)c1OC | -8 | . | . | . | -17% | -25% | . | 0% | 0%
CC[n+]1c(/C=C/c2ccc(OC(C)=O)c(OC)c2)ccc2ccccc21 | 3 | 126%[activator] | -11% | 2% | -9% | 11% | 11% | . | 6%
O=C1C(=O)N(CC2CCCO2)C(c2ccco2)/C1=C(/O)c1ccc(F)cc1 (stereo not given) | 0 | -12% | 5% | -3% | -11% | 98%[activator] | 16% | -7% | -13%
COC(=O)CCc1c(COC(C)=O)[nH]c(C(=O)OCc2ccccc2)c1C | 6 | -12% | 16% | -8% | 1% | 24% | 2% | 2% | -13%
COc1ccccc1NC(=O)CSc1ccc(-c2ccc(-n3cccn3)cc2)nn1 | -13 | . | 31% | . | -11% | 33%[activator] | . | i | -2%
COC(=O)[C@H](CC(C)C)NC(=O)Cn1cnc2c(NCc3ccccc3)ncnc21 | . | . | 19% | . | -12% | -3% | . | 0% | 7%
CC(C)N=C1SC(CC(=O)Nc2ccccc2)C(=O)N1C(C)C (stereo not given) | -13 | -21% | ? | -3% | 11% | 5% | 28% | 0% | -14%
O=C(CCC1CCCN(C(=O)c2ccc3c(c2)OCO3)C1)NCc1ccc(F)c(F)c1 (stereo not given) | 2 | -8% | 18% | -11% | -17% | 12% | 16% | 4% | 1%[60.1 µM]
Cc1cccc(OCC(=O)N(Cc2cccs2)C2CCS(=O)(=O)C2)c1 (stereo not given) | 2 | -13% | -6% | 0% | -13% | 30% | 4% | -7% | 6%
Cc1cccc(-c2nc(CS(=O)CC(=O)NCCc3ccccc3)c(C)o2)c1 (stereo not given) | 22 | 3% | 13% | 1% | -17% | 37% | 12% | -3% | 0%
COc1ccc(C(=O)CSc2nnc(-c3ccoc3C)n2CC2CCCO2)cc1 (stereo not given) | -22 | -17% | -1% | 0% | -2% | -11% | 24% | i | 5%
O=C1NCC(Nc2ccc(Cl)cc2)C(=O)N1 (stereo not given) | 7 | . | . | . | -15% | 44%[activator] | . | i | 3%
O=S(=O)(c1ccccc1)N1CCC(N2CCN(c3ccccc3)CC2)CC1 | . | -5% | -2% | -3% | . | . | 10% | . | .
[N-]=[N+]=NC[C@H](Cc1ccccc1)N1CC[C@@H](O)CCC1=O | . | -6% | 15% | 0% | -1% | 33%&28%[activator] | 122% | -1% | 13%&-3%
Nc1nnnn1CC(=O)OCc1cccc(Br)c1 | 8 | -10% | 10% | -2% | 1% | 20% | 42% | -12% | 2%
CCOc1ccc(NC(=O)CC2C(=O)N(c3ccccc3)C(=O)N2CCc2sccc2C)cc1 (stereo not given) | . | 5% | . | -10% | -21% | 27% | -24% | -8% | -14%
CC(=O)c1cccc(NC(=O)N2CCCC2C(=O)Nc2cccc(C)c2C)c1 (stereo not given) | -2 | -9% | 1% | -2% | 6% | 13% | 28% | -6% | -2%
Cc1ccc(C(=O)CSc2nnc(-c3ccc4[nH]c(C)c(C)c4c3)o2)cc1C | 0 | -15% | -4% | -2% | -7% | 11% | 27% | i | 1%
O=S(Cc1ccc(Br)cc1)Cc1nnc(SCc2ccc(Br)cc2)n1-c1ccccc1 (stereo not given) | -10 | 46%[activator] | ? | -5% | -22% | 0% | 3% | 4% | -16%
CCOC(=O)Cc1ccc(NC(=O)c2ccc(C(C)(C)C)cc2)cc1 | 1 | -12% | ? | -9% | -21% | ? | 1% | 4% | -13%
CCc1nn(CC(=O)NCCCN2CCCC2=O)c(=O)c2cc3sccc3n12 | . | 3% | 12% | -1% | -18% | 40%[activator] | 3% | -1% | -18%
CC(=O)Nc1ccc(S(=O)(=O)N(C)CC(=O)OCC(=O)c2cc(C)n(-c3ccc4c(c3)OCO4)c2C)cc1 | 16 | -9% | -5% | -8% | -7% | 11% | 25% | -9% | -3%
O=C(Cc1cccs1)N(Cc1cccs1)C1(C(=O)NC2CCCC2)CCCCC1 | -2 | -7% | -7% | -4% | -4% | 20% | -17% | i | -11%
CCOc1ccc(C(=O)NCCc2cnc[nH]2)cc1OCC | -6 | 10% | -6% | 1% | -16% | -3% | 5% | 4% | 2%
COc1ccc(C/C(N)=N/OC(=O)Cc2ccccc2)cc1 | -4 | -13% | -4% | 1% | 0% | 26% | 16% | -4% | -2%
Cc1c(/C=N\NC(=O)c2ccc(F)cc2)cnn1C | -2 | -1% | -2% | 4% | -11% | 5% | 5% | 17% | -10%
Cc1ccc(N2C(=O)C3N=NN(CC(=O)N4N=C(c5ccccc5)CC4c4ccccc4)C3C2=O)cc1 (stereo not given) | -11 | -18% | -2% | -10% | -18% | 103%[activator] | 17% | 0% | -13%
CCCCCN(C(=O)CCC(=O)OCC(=O)N(CC)C1CCCCC1)c1c(N)n(CCCC)c(=O)[nH]c1=O | -2 | . | -8% | . | -3% | 7% | . | 1% | -11%
CCn1c(O)c(N=N)c2ccccc21 | -5 | -10% | -3% | -3% | -14% | 130%[activator] | 12% | -2% | -3%
COC(=O)/C=C1/SC(=NC(=O)c2ccccc2)NC1=O | -3 | -6% | -8% | 2% | -1% | 52%[activator] | 21%[57.1 µM] | -8% | -8%
COc1ccc(NC(=O)c2cc(C)nc3ccccc23)cc1S(=O)(=O)Nc1ccccc1Cl | -1 | -3% | -4% | 0% | -6% | 10% | 7% | 1% | -10%
CCCC(=O)Nc1ccc(S(=O)(=O)N2CCOCC2)cc1 | -2 | 4% | 1% | 2% | -4% | 4% | 7% | -8% | 1%
CCn1cc(CNC(=O)c2cccc([N+](=O)[O-])c2)c(C)n1 | 5 | 1% | -1% | -1% | -13% | 15% | -22% | 3% | -3%
COCCCN1C(=O)C(O)=C(C(=O)c2ccco2)C1c1cccc(Br)c1 (stereo not given) | 33 | -19% | 14% | -5% | -3% | -8% | 32% | -10% | -4%
COC(=O)Nc1ncc(CN2C(=O)c3ccccc3C2=O)s1 | -16 | -2% | -1% | -2% | -14% | 20% | 13% | . | 5%
COc1ccc(N(C(=O)c2ccc(Cl)cc2)C2=CC3CCC(C2)N3C)cc1 (stereo not given) | 7 | -15% | 1% | 4% | -5% | -2% | 20% | -7% | -5%
O=C(O)c1cc(NS(=O)(=O)c2cccc3ccccc23)ccc1O | 1 | 10% | 10% | 2% | 2% | -5% | 0% | -1% | -27%
CSc1nc(C)c(CCOCc2ccc(F)cc2)c(=O)[nH]1 | -4 | -22% | -1% | 0% | -1% | -1% | -2% | i | -3%
CCc1nnc(NC(=O)CCS(=O)(=O)c2ccccc2)s1 | -21 | 0% | -6% | 1% | -9% | 2% | 66% | -3% | 6%

Single records, as listed above:
COc1ccc(C/C(N)=N/OC(=O)Cc2ccccc2)cc1 across the screens: RXFP1 antag = -4; Anesthetic bind = -13%; APE1 inh = -4%; BLM helicase inh = 1%; POLH inh = 0%; Pol iota inh = 26%; Pol beta inh = 16%; PGK inhibitor = -4%; Pol kappa inh = -2%
CCn1cc(CNC(=O)c2cccc([N+](=O)[O-])c2)c(C)n1 across the screens: RXFP1 antag = 5; Anesthetic bind = 1%; APE1 inh = -1%; BLM helicase inh = -1%; POLH inh = -13%; Pol iota inh = 15%; Pol beta inh = -22%; PGK inhibitor = 3%; Pol kappa inh = -3%
CSc1nc(C)c(CCOCc2ccc(F)cc2)c(=O)[nH]1 across the screens: RXFP1 antag = -4; Anesthetic bind = -22%; APE1 inh = -1%; BLM helicase inh = 0%; POLH inh = -1%; Pol iota inh = -1%; Pol beta inh = -2%; PGK inhibitor = i; Pol kappa inh = -3%

The list goes on.
SMILES | RXFP1 antag | Anesthetic bind | APE1 inh | BLM helicase inh | POLH inh | Pol iota inh | Pol beta inh | PGK inhibitor | Pol kappa inh
NS(=O)(=O)c1ccc(N2C(=O)C(=O)/C(=C(/O)c3ccccc3)C2c2ccc(Cl)cc2)cc1 (stereo not given) | -5 | -14% | 3% | -24% | -1% | -15% | 1% | 0% | 2%
COc1ccccc1NC(=O)NCCN1CCCCC1 | 0 | -5% | 20% | -5% | -7% | 3% | 10% | 4% | -9%
Cc1ccc(NC(=O)CSc2n[nH]c(-c3cccnc3)n2)c(Br)c1 | -3 | -13% | -14% | -1% | 8% | 77%[activator] | 53% | 15% | -3%
COCCNC(=O)C(c1ccc(F)cc1)N(Cc1cccs1)C(=O)CCC(=O)Nc1ccccn1 (stereo not given) | 16 | -9% | -9% | -3% | -5% | 47%[activator] | 32% | i | -12%
Cc1csc(=O)n1CC(=O)Nc1nc2ccccc2s1 | 2 | . | -5% | . | -10% | 12% | . | -7% | -6%
CC(C)(C)C(=O)CSc1nnc(Nc2ccccc2)s1 | -5 | ? | -2% | 1% | -19% | 157%[activator] | -2% | -4% | -8%

From PubChem BioAssay

These rows are one share of the data; count on the stated rates, not on these rows.
